Assay outcomes as filed in PubChem.
BH1578 lux ind: inducers of Vibrio cholerae quorum light production without autoinducers. V. cholerae BH1578 lux reporter, luminescence, 6 h. activation, % at 18.7 µM. 350,000 tested, 0.16% active; in the data active means activation mostly above about 9.7%, no sharp cut-off; further: not every result past the cut was called active; inactives centre near 0; reference of the scale not given here
GDH-TPI counter: GDH-TPI coupled enzyme inhibition counter-screen | AID 588335 | inhibition, % at 4.8 µM | GDH-TPI coupled enzyme counterscreen, NADH absorbance | 360,000 tested, 1.2% active; in the data active means inhibition above about 30%;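 further: 0% = DMSO wells and 100% = wells lacking the enzyme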
FadD28 binding: blocks FadD28 binding to the bisubstrate probe; inhibition, % at 12.5 µM; fluorescence polarization; 360,000 tested, 0.22% active; AID 588549; in the data active means inhibition above about 8.5%, passing the limit was not always enough
TcdB GH inh: inhibitors of Clostridioides difficile toxin B glycohydrolase | inhibition, % at 9.99 µM | TcdB glycohydrolase enzymatic assay, plate reader | 350,000 tested, 0.24% active; in the data active means inhibition above about 10%
Mtb FBA inh: inhibits M. tuberculosis FBA enzyme; P9WQA3; purified M. tuberculosis FBA, fluorescence read-out; inhibition, % at 1 µM; 360,000 tested, 2.3% active; in the data active means inhibition above about 27%;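 further: 0% = vehicle and 100% = reference inhibitor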
Target sequence (P9WQA3 whole entry, looked up): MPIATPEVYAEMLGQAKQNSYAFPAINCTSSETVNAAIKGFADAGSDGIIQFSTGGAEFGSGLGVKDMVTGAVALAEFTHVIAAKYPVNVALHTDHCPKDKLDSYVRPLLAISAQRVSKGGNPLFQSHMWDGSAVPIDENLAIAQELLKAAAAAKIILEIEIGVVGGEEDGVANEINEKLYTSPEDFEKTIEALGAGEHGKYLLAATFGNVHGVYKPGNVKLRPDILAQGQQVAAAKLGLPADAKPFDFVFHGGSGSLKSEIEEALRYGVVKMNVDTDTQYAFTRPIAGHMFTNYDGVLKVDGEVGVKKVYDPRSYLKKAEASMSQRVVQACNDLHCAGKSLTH
Mtb UGM inh: inhibitors of M. tuberculosis UDP-galactopyranose mutase; AID 504406; purified UGM, fluorescence polarization probe displacement; 320,000 tested, 0.06% active; P9WIQ1; inhibition, % at 10 µM; in the data active means inhibition above about 10%, passing the limit was not always enough
Target sequence (P9WIQ1 whole entry, looked up): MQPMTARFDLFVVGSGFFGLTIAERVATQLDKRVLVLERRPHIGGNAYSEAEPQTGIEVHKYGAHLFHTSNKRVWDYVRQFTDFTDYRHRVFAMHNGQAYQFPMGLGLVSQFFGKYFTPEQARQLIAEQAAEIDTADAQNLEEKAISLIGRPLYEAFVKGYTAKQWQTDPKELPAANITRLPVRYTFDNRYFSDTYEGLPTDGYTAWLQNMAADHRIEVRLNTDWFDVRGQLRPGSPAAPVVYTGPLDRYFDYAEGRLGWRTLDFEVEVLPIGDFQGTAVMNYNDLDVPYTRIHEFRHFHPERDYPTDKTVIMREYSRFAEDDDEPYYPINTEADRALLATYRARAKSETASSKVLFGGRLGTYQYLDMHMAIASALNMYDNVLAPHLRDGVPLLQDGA
BioA inh: inhibitors of Mycobacterium tuberculosis BioA enzyme; 360,000 tested, 0.096% active; purified M. tuberculosis BioA enzyme, plate reader; inhibition, % at 9.99 µM; in the data active means inhibition above about 40%
Y pestis TopoI: Y. pestis Topo-I inhibition via cleavage products. 360,000 tested, 0.064% active. activity, % at 10 µM. Y. pestis Topo-I cleavage product accumulation, plate reader; in the data active means activity above about 50%, passing the limit was not always enough; further: inactives centre near 2
PfHsp40 yeast: compounds rescuing yeast from Plasmodium falciparum HSP40 toxicity; S. cerevisiae expressing PfHsp40, growth rescue, ATP luminescence; growth rescue, % at 12.5 µM; 340,000 tested, 0.68% active; in the data active means growth rescue above about 28%, passing the limit was not always enough;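 further: yeast W303a lacking pdr1 and pdr3 grown in galactose medium; growth measured after three days at 30 °C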
* = called active by the depositor; i = inactive; · = not tested or not shown; & = joins results of further samples; ! = a repeat was not active.

SMILES	BH1578 lux ind	GDH-TPI counter	FadD28 binding	TcdB GH inh	Mtb FBA inh	Mtb UGM inh	BioA inh	Y pestis TopoI	PfHsp40 yeast
C[C@H](NC(=O)c1ccccc1)C(=O)OCC(=O)c1c[nH]c2ccccc12	i	9	-2.5	1.8	-1	-0.9	2.3	-1	1.0
CC(C)c1ccc(/C=N/n2nnnc2Nc2ccccc2)cc1	i	5	-2.1	·	-1	-1.2	-1.4	8	-0.5
Cc1cc(NC(=O)C2CCCCC2)ncc1NC(=O)c1ccccn1	i	9	1.1	0.1	-2	0.1	·	-11	19
O=C(c1cc2ccccc2s1)N1CCN(c2ccccn2)CC1	-0.2	3	-1.5	1.5	1	1.1	2.8	14	1.1
O=C(CSc1nnc(-c2ccncc2)o1)Nc1cc(F)ccc1F	i	1	-2.9	0.9	0	-1.7	0.1	0	0.2
CN1CCN(c2ncnc3c2ncn3[C@H]2CN(Cc3ccc(-c4ccccc4)cc3)C[C@@H](CO)O2)CC1	-0.3	-4	-7.8	1.7	-4	·	0.3	13	·
Cc1cc(NC(=O)COC(=O)CCC(=O)c2ccc(F)cc2)no1	1.1	5	-1.1	·	4	-0.6	-0.8	-11	1.2
Clc1ccc(C(c2ccc(Cl)cc2)n2cc[n+](CC(OCc3ccc(Cl)cc3Cl)c3ccc(Cl)cc3Cl)c2)cc1 (stereo unspecified)	3.8	3	-7.0	3.0	1	-5.7	-0.4	29	-0.7
Cc1cccc(C(=O)NC(=S)NC(C)c2ccccc2)c1 (stereo unspecified)	-0.3	-12	0.3	-1.3	1	-0.9	0.0	7	·
CCOc1ccc(N=c2scc(-c3ccccc3)n2CCO)cc1	-1.5	8	-0.4	1.3	-3	-2.2	-2.3	2	0.1
CC1(C)Cc2c(sc3c2c(=O)n(Cc2ccccc2)c2nncn32)CO1	13	-5	-1.4	·	0	·	-2.4	1	-0.6
CCCOc1cc2c(C#N)c(N3CCCC3)nc(N)c2c(N)n1	-1.4	6	3.3	0.4	22	3.8	1.8	19	1.3
O=C(Nc1ccccc1F)Nc1cccc2ccc(O)cc12	-8.3	10	1.4	1.4	8	0.2	1.6	1	-0.6
CCc1c(C2(O)CCCCC2)[nH]c2cc(C(F)(F)F)ccc12	i	-7	-1.0	·	4	4.3	1.0	-4	299*
CCN(CC(=O)NCc1ccco1)S(=O)(=O)c1ccc(OC)cc1	-0.5	1	-0.4	0.0	1	-1.4	0.2	8	-0.5
COc1ccccc1-c1ccc(=O)n(CC(=O)NCC2CCCO2)n1 (stereo unspecified)	i	13	0.7	0.8	2	-0.4	-0.4	-3	-0.9
O=S(=O)(c1ccc(Br)cc1)n1ccc2ccccc21	i	6	-2.5	·	-4	-2.5	1.8	13	17
Cc1ccc2c(c1)nnn2C1CCN(CC(=O)NCCc2ccccc2)CC1	0.0	-6	-2.7	0.4	2	1.0	1.7	7	-1.0
COc1cc(CC(=O)OCC(=O)Nc2ccc3c(c2)OCO3)cc(OC)c1OC	i	-4	-1.0	0.7	-3	-1.2	2.2	-13	6.4
Cc1ccccc1-c1nc(CS(=O)(=O)CC(=O)NCc2ccco2)c(C)o1	4.3	2	1.4	1.6	0	-1.1	·	12	0.3
Cc1csc(NC(=O)CS(=O)(=O)c2ccccc2)n1	-0.4	7	-2.8	0.9	-2	2.9	-4.0	14	-1.8
O=C(NCc1cccnc1)C1CC2c3ccccc3C1c1ccccc12 (stereo unspecified)	-0.3	9	-2.1	·	-9	0.1	0.9	-3	-0.4
CCCC(c1nnnn1CCOC)N(Cc1cc2cc(C)c(C)cc2[nH]c1=O)CC1CCCO1 (stereo unspecified)	-0.2	14	-2.7	2.9	6	2.4	-0.1	13	0.0
CC(=O)OC1COC(OC(C)=O)CO1 (stereo unspecified)	-1.0	3	-0.2	0.0	2	·	-2.2	-4	-1.3
O=C(O/N=C1/CCSc2ccccc21)c1ccc(F)cc1	-1.0	1	-0.6	1.2	0	0.6	1.2	6	1.8

Nine entries already listed, sorted by molecular weight, ascending:
SMILES	BH1578 lux ind	GDH-TPI counter	FadD28 binding	TcdB GH inh	Mtb FBA inh	Mtb UGM inh	BioA inh	Y pestis TopoI	PfHsp40 yeast
O=C(O/N=C1/CCSc2ccccc21)c1ccc(F)cc1	-1.0	1	-0.6	1.2	0	0.6	1.2	6	1.8
CCOc1ccc(N=c2scc(-c3ccccc3)n2CCO)cc1	-1.5	8	-0.4	1.3	-3	-2.2	-2.3	2	0.1
COc1ccccc1-c1ccc(=O)n(CC(=O)NCC2CCCO2)n1 (stereo unspecified)	i	13	0.7	0.8	2	-0.4	-0.4	-3	-0.9
C[C@H](NC(=O)c1ccccc1)C(=O)OCC(=O)c1c[nH]c2ccccc12	i	9	-2.5	1.8	-1	-0.9	2.3	-1	1.0
CCN(CC(=O)NCc1ccco1)S(=O)(=O)c1ccc(OC)cc1	-0.5	1	-0.4	0.0	1	-1.4	0.2	8	-0.5
CC1(C)Cc2c(sc3c2c(=O)n(Cc2ccccc2)c2nncn32)CO1	13	-5	-1.4	·	0	·	-2.4	1	-0.6
Cc1ccc2c(c1)nnn2C1CCN(CC(=O)NCCc2ccccc2)CC1	0.0	-6	-2.7	0.4	2	1.0	1.7	7	-1.0
Cc1ccccc1-c1nc(CS(=O)(=O)CC(=O)NCc2ccco2)c(C)o1	4.3	2	1.4	1.6	0	-1.1	·	12	0.3
CN1CCN(c2ncnc3c2ncn3[C@H]2CN(Cc3ccc(-c4ccccc4)cc3)C[C@@H](CO)O2)CC1	-0.3	-4	-7.8	1.7	-4	·	0.3	13	·

Next section:
SMILES	BH1578 lux ind	GDH-TPI counter	FadD28 binding	TcdB GH inh	Mtb FBA inh	Mtb UGM inh	BioA inh	Y pestis TopoI	PfHsp40 yeast
CC1CCN(c2nncc3ccccc23)CC1	-0.7	13	0.5	-1.0	-6	-4.0	0.7	3	-0.4
O=C(O)c1ccc(/C=C/c2nc3ccccc3c(=O)[nH]2)cc1	0.7	-1	-8.6	0.0	-2	0.0	-0.8	6	0.6
COc1ccc(C(=O)COC(=O)CNC(=O)c2cccc(OC(F)F)c2)cc1	-0.3	-12	-3.0	0.4	-8	-0.5	·	-11	1.6
COc1ccccc1NS(=O)(=O)c1cc(NC(=O)c2cc3ccccc3oc2=O)ccc1C	-0.1	12	0.3	0.9	2	1.2	·	-7	0.9
Cc1nc2ccccc2c2c1C(=O)N(C1CCCCCCC1)C2=O	i	5	-0.1	0.0	2	0.1	-0.5	6	0.8
Cc1cccc(-c2nnc(SCCC(=O)N3CCOCC3)o2)c1	i	5	-0.7	·	4	0.8	·	4	-1.5
O=C(c1cccc(S(=O)(=O)N2CCN(c3ccccc3)CC2)c1)N1CCCC(C(F)(F)F)C1 (stereo unspecified)	i	1	-2.7	0.5	-1	3.4	-2.1	25	-1.2
Cc1noc(C)c1NC(=O)N(C)C[C@@H]1Oc2ccc(NC(=O)C3CCCCC3)cc2C(=O)N([C@@H](C)CO)C[C@H]1C	i	5	-0.9	13*!	-3	-0.8	9.2&0.2	-6	-1.1
Cc1ccc(CSc2nc(N)cc(N)n2)cc1	-0.8	1	-0.7	-5.9	0	-1.2	-1.1	7	-1.2
Cc1cc(C)cc(NS(=O)(=O)c2cccs2)c1	i	-7	-4.3	3.6	-1	-2.0	1.6	-3	0.5
COc1ccc(CC(=O)NCCc2ccc3c(c2)OCO3)cc1OC	-0.3	6	-8.3	0.7	-5	·	-1.5	-2	·
Nc1cccc2c1C(=O)N(C(=O)c1cccc(S(=O)(=O)N3CCCCCC3)c1)C2=O	7.1	14	-2.5	·	5	-0.6	0.5	8	2.1
CCOC(=O)c1c(NC(=O)CC2SC(N)=NC2=O)sc2c1CCC(C)C2 (stereo unspecified)	-0.4	9	-3.4	·	-1	0.3	0.6	47	1.2
CC(CC(=O)Nc1nnc(C(C)(C)C)s1)c1ccccc1 (stereo unspecified)	i	6	-1.1	0.5	2	-0.6	-2.1	2	-1.5
CCc1nc2ccc(C(=O)N(C)CCCN(C)C)cn2c1N(C=O)CCC(C)C	-0.3	6	-3.5	0.2	-2	·	-0.5	-1	·
CN1CC=C2C(C#N)=C(N)C(C#N)(C#N)[C@H](c3ccoc3)[C@H]2C1	7.1	9	0.2	·	61*	3.1	·	-12	0.5
CCOC(=O)N1CCC(=NNc2nc(C)cc(=O)[nH]2)CC1	-0.2	8	-5.8	-0.1	0	1.1	-0.6	4	-1.5
CCCN1C2CCCC1CC(NC(=S)Nc1ccc(OC)cc1)C2 (stereo unspecified)	-0.6	-12	-3.5	0.8	-2	-1.6	-1.1	-7	-1.0
CC1=NNC(=O)C1Cc1ccc(F)cc1 (stereo unspecified)	i	-8	-1.1	1.8	1	-0.8	0.5	4	-1.2
C=CCc1cc(Cl)ccc1OCCN(C)C	-0.2	6	-1.1	0.6	2	-0.7	-1.2	1	-0.3
COCCn1c(SCC(=O)Nc2cc(C)on2)nc2ccccc21	i	-2	-2.4	1.7	0	3.2	·	-7	-0.6
O=C(O)c1ccc(N2C(=O)/C(=C\c3ccccc3)N=C2c2ccccc2)cc1	8.5	23	-2.4	1.0	-4	2.4	-1.1	12	0.6
COc1cc(C)ccc1OCCOCCN(C)Cc1ccccc1	-0.1	6	-1.7	·	7	3.5	-0.6	-5	-0.8
Cc1ccc(NC(=O)N2C(=O)C3(OCCO3)c3ccccc32)cc1	-0.4	-1	-3.6	·	-1	-4.3	-3.6	1	1.6
Cc1c(OCC(=O)N2CCC(C(N)=O)CC2)ccc2c3c(c(=O)oc12)CCCC3	-0.6	10	-4.5	-0.2	18	0.5	0.3	2	0.2
(more compounds)
SMILES	BH1578 lux ind	GDH-TPI counter	FadD28 binding	TcdB GH inh	Mtb FBA inh	Mtb UGM inh	BioA inh	Y pestis TopoI	PfHsp40 yeast
CN(C)S(=O)(=O)c1ccc(C(=O)NNC(=O)C23CC4CC(CC(C4)C2)C3)cc1	i	1	·	0.7	-6	0.9	-1.7	5	0.4
COc1ccc(C(=O)NC(=S)NCc2ccccc2)cc1OC	i	-4	-1.5	1.5	1	-2.7	4.4	25	5.9
CCN1C(=O)[C@H]2[C@@H](c3ccc(Cl)cc3)N3C(=O)CN(CC4CC4)C(=O)[C@@]3(C)[C@H]2C1=O	-0.6	-5	-3.8	2.9	-3	0.5	1.7	5	-1.1
Cc1nc(SCC(=O)NCC2CCCO2)c2c3c(sc2n1)CCC3 (stereo unspecified)	1.4	-4	-2.9	1.8	3	-5.4	2.3	15	-0.5
COc1ccccc1N1CCN(S(=O)(=O)CCNC(=O)C2CC(=O)N(c3ccccc3)C2)CC1 (stereo unspecified)	-2.2	1	0.2	-2.1	-2	1.8	0.7	25	0.7
CC(C)C(C)NC(=O)COc1ccc(-c2ccccc2)cc1 (stereo unspecified)	i	5	-0.1	·	-4	-0.4	-0.6	-11	-0.2
COc1ccc(CN2CCNC(=O)C2CC(=O)NCc2cnn(C)c2)cc1OC (stereo unspecified)	i	-1	0.8	-0.9	-3	-2.5	·	-4	-1.0
Cc1ccccc1NC(=O)COC(=O)c1ccc2c(c1)OCCO2	i	-4	-4.5	3.6	-2	·	-2.4	2	-1.6
O=C(CN(CC1CCCO1)C(=O)CNS(=O)(=O)c1ccc(F)cc1)NCc1ccc(F)cc1 (stereo unspecified)	i	-3	0.3	0.0	-3	0.1	-0.4	1	0.0
C[C@H]1CN(S(=O)C(C)(C)C)[C@H](CCO)/C1=C\c1ccccc1 (stereo partly specified)	i	-2	-3.4	0.6	6	·	-0.4	4	-1.2
COc1ccccc1CNC(=O)C1CC(c2ccc([N+](=O)[O-])cc2)=NO1 (stereo unspecified)	i	-5	-2.8	1.5	2	-1.9	-1.9	-8	-0.9
O=C1c2ccccc2C(=O)N1CCSc1n[nH]c(=S)s1	5.3	2	-2.6	·	-7	0.4	·	-4	-1.5
COCCOC(=O)c1cc(C(=O)c2cc(F)ccc2O)coc1=N	i	37*	-0.6	·	17	0.9	3.2	1	-1.3
COc1ccc(Cn2nnnc2C(c2cc(OC)ccc2OC)N2CCC(C(N)=O)CC2)cc1 (stereo unspecified)	0.3	-8	-3.4	·	0	-0.3	0.5	3	-0.3
Oc1ccc(O)c(C=NNC(=S)NC2CC3CC2C2C=CCC32)c1 (stereo unspecified)	i	31*	18*	-0.1	2	·	-0.2	-15	·
